# Bioassay records as filed in PubChem BioAssay.
# Ecoli WT expand = E. coli BW25113 growth inhibition, expanded screen; growth inhibition, % at 100 µM; OD600 absorbance; AID 710; 0.15% of 98,000 active;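 active = growth inhibition above about 50% at one test dose, limit read from the data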;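 also: growth measured after 20 h incubation at 37 °C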
# PostGolgi yeast = growth inhibition of a yeast mutant, post-Golgi transport screen; post-Golgi transport phenotypic cell assay; inhibition, % at 10 µM; 0.9% of 98,000 active; AID 739;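 also: yeast cells grown in 1536-well plates; yeast grown about 18 h at 30C before absorbance read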
# PTPN22 inh 2 = inhibitors of human LYP (PTPN22) phosphatase; 0.21% of 96,000 active; Q9Y2R2; AID 640; inhibition, % at 2 µM; recombinant LYP catalytic domain, DiFMUP fluorescence;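 active = inhibition at 2 µM at or above a set limit, the screen mean plus 3 SD, cut at about 24% in these data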;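 also: 0% = DMSO with enzyme and 100% = enzyme fully blocked by orthovanadate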
# CYP2C9 inhib = blocks human cytochrome P450 2C9; inhibition, % at 5 µM; P11712; CYP2C9 Supersomes, luciferin-H conversion, luminescence; 20% of 96,000 active;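 active = blocking of liver enzyme CYP2C9 beyond about 50% at 5 µM, limit read from the data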; also: values of inactives mirror those of a sister screen read the other way
# Target sequence (P11712 whole entry, looked up): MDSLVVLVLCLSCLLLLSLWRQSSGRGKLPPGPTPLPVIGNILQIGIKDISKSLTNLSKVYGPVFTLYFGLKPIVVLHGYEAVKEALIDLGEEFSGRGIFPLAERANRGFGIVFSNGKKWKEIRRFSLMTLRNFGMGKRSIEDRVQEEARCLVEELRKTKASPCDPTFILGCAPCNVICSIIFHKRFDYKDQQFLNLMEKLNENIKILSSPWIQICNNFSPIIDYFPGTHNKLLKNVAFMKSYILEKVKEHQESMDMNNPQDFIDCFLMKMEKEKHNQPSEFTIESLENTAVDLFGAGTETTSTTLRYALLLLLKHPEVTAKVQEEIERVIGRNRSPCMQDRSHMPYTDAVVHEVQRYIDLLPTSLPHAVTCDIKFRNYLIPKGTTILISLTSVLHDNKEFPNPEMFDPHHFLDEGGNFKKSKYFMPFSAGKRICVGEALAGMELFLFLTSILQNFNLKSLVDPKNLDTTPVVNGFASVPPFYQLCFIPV
# PTK2B oligo ant = Pyk2 (human) oligomerization antagonism; Q293 cells, Pyk2 FERM NanoBiT luminescence; hits give low values; z-score (the deposit names both 25 µM and 10 µM); 0.83% of 99,000 active;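 active = Z-score of -3 or lower, scaled per plate to the spread of control and sample wells; inactive = z-score above -3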;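 also: negative z-score means lost luminescence so less FERM oligomerization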
# PostGolgi ctrl = yeast control strain growth, post-Golgi counter-screen; efflux-deficient yeast background strain, growth absorbance A615, 16 h; inhibition, % at 10 µM; 5% of 98,000 active
# hDAT+cocaine = modulates human dopamine transporter uptake under cocaine; AID 449768; LLC-PK1 hDAT cells, [14C]-dopamine uptake with cocaine IC80; actives deviate in either direction; 1.3% of 110,000 active; B-score at 10 µM;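 active = Z score or B-score, a plate-position-corrected score, falls beyond the plate's 99.7% confidence bounds, in either direction; inactive = both scores lie inside the 99.7% bounds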;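 also: scored against the spread of the other compound wells on the same plate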
# Target sequence (Q01959 whole entry, looked up): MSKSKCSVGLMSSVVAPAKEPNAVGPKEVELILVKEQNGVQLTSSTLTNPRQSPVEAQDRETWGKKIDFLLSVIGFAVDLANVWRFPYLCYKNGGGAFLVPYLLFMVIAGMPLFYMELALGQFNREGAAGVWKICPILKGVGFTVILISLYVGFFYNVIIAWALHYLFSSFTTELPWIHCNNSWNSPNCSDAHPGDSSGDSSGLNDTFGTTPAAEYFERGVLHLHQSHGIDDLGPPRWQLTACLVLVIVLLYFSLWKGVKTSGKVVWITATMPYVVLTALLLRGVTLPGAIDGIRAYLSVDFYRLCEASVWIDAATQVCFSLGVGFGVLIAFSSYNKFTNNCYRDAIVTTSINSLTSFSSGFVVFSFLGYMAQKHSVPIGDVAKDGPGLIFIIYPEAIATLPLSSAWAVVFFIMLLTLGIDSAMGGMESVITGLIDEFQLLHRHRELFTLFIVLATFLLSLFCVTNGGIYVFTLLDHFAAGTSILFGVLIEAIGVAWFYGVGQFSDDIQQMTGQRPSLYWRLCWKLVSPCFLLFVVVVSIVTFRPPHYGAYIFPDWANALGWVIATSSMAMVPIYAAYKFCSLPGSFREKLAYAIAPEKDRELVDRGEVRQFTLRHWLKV
# CYP2C9 activ = increases human cytochrome P450 2C9 activity | 1.4% of 96,000 active | recombinant CYP2C9, luciferin-H conversion, luminescence; hits give high values; factor 1 = untreated enzyme, 0 = blocked | activation factor at 5 µM | P11712;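 active = activation factor of 2 or more for CYP2C9 at a 5 µM dose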;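 also: 0 = sulfaphenazole-blocked wells and 1 = vehicle-only wells; values of inactives mirror those of a sister screen read the other way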
# LYP act = activators of human LYP (PTPN22) phosphatase. AID 697. Q9Y2R2. recombinant LYP, DiFMUP fluorescence; 0 = plate median, 100 = signal doubled. 0.11% of 96,000 active. activation, % at 2 µM;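 active = activation at 2 µM above a set limit, the mean plus 5 SD, cut at about 37% in these data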
# An asterisk follows results filed as active; · = no result given. Rule as the data show it, unless noted: active = inhibition above about 30%; inactive = the rest.
SMILES,Ecoli WT expand,PostGolgi yeast,PTPN22 inh 2,CYP2C9 inhib,PTK2B oligo ant,PostGolgi ctrl,hDAT+cocaine,CYP2C9 activ,LYP act
COCCN(CC(=O)Nc1ccc(F)cc1)S(=O)(=O)c1ccc(S(=O)(=O)N2CCCC2)cc1,1,11,0,62*,0.62,0,0.35,0.4,-1
c1coc(-c2nnc3sc(-c4cccs4)nn23)c1,5,7,4,45,0.38,27,-0.77,0.5,-6
CCC(C)(C)NC(=O)CN(C(=O)CNS(=O)(=O)c1ccc(C)cc1)c1ccc2c(c1)OCCO2,-3,-8,-11,54*,-0.56,-1,-0.44,0.5,8
CCOC(=O)N1CCN(C(=O)C(CC(C)C)NC(=O)C2CCCCC2)CC1 (centres undefined),0,-4,·,-4,0.69,-3,0.063,1,·
COc1cccc(NC(=O)CN(C)C(=O)c2ccc3ccccc3c2)c1,5,2,-9,-55,1.1,17,0.044,1.6,9
COc1cc2c(cc1NCc1ccc3c(c1)OCO3)oc1ccccc12,·,·,11,·,-0.2,·,0.53,·,-10
CCOc1ccccc1Nc1nc(-c2sc(NC(=O)c3ccc([N+](=O)[O-])cc3)nc2C)cs1,-13,-1,-6,34,·,3,0.85,0.7,10
COc1ccc(NS(=O)(=O)c2cccc(-c3nnc4n3CCCCC4)c2)cc1,4,1,-7,82*,-0.09,3,0.28,0.2,6
CCOC(=O)C1=C(c2ccccc2)N=C2SCC(=O)N2C1c1ccc2c(c1)OCO2 (centres undefined),-10,-4,-13,-4,0.04,8,-0.85,1,13
COC(=O)C(CC(=O)c1ccc(Cl)cc1)c1ccc(C)cc1 (centres undefined),2,-7,3,·,-1.5,7,-0.12,·,-2
Cc1ccc(NC(=O)CCC(=O)NNC(=O)c2cccs2)cc1C,1,-3,1,9,-0.02,-7,-0.57,0.9,2
CC(Oc1ccc(Cl)cc1Cl)C(=O)NCc1ccncc1 (centres undefined),2,13,-3,98*,0.9,0,-0.37,0,0
O=C(Nc1cccc(Cl)c1Cl)C1CC(=O)N(c2ccc(Br)cc2)C1 (centres undefined),·,·,9,·,1.4,·,-0.97,·,-7
CCOC(=O)CSc1nc2ccccc2n2cnnc12,2,-1,-1,32,1.2,2,0.22,0.7,-5
CCOC(=O)N1CCN(C(=O)CCSCCc2ccncc2)CC1,5,-2,-9,32,1.6,2,-0.8,0.7,8
O=C(C(Cc1ccccc1)n1cccc1)N1CCc2ccccc21 (centres undefined),0,-1,·,19,·,10,0.28,0.8,·
Cc1cc(C)n(C(=O)Cn2nc(C(F)F)cc2C)n1,·,·,-10,·,1.4,·,-1,·,2
COC(=O)c1ccccc1NC(=O)Nc1cccnc1,3,-6,7,36,0.38,-4,0.094,0.6,-6
O=c1c(C(c2ccccc2)c2c(O)nc3n(c2=O)CCCS3)c(O)nc2n1CCCS2,0,-5,12,-4,0.03,17,-1.1,1,-9
Cc1ccc(SCCNS(C)(=O)=O)cc1,11,11,8,21,0.31,-5,-1.2,0.8,-11
O=C(Nc1ccc(N=Nc2ccccc2)cc1)c1ccc(Cl)cc1Cl,-12,18,-4,-7,0.92,1,0.023,1.1,6
CCOC(=O)N1CCC(Nc2c(NCCN3CCN(c4cccc(Cl)c4)CC3)c(=O)c2=O)CC1,-15,4,-3,1,·,-4,-0.15,1,2
Cc1nc(NCCO)c(C#N)c2c1COC(C)(C)C2,1,3,-8,-2,-0.29,19,-0.099,1,3
Clc1ccc(CSCCc2ccncc2)cc1,32,2,-2,100*,-0.63,6,·,0,5
Fc1ccc(-c2nnc3ccc(N4CCCC4)nn23)cc1,1,2,·,28,·,10,2.1,0.7,·
Cc1ccc2c(COn3nnc4ccc(S(=O)(=O)N(C)C)cc43)cc(=O)oc2c1C,-8,-8,2,32,·,-12,0.57,0.7,-3
COc1ccc(C)cc1-n1c(N)c(C#N)c(C#N)c1-c1ccc(OC)c(OC)c1OC,-7,-7,-15,50*,-1.6,12,1.2,0.5,12
CC1CCc2sc3nc(NCc4ccco4)n4ncnc4c3c2C1 (centres undefined),-4,-12,-1,34,0.16,63*,0.51,0.7,-1
Cc1ccc(CNC(=O)CCOc2ccc(C(C)(C)C)cc2)cc1,-1,-6,4,24,0.52,23,0.34,0.8,-4
CC1(C)Cc2c(c(=S)nc(-c3ccccc3)n2CCN2CCOCC2)CO1,-3,-7,2,-19,-0.11,0,-0.58,1.2,-3

# Arranged by SMILES length (lowest first): 3 of the compounds above.
SMILES,Ecoli WT expand,PostGolgi yeast,PTPN22 inh 2,CYP2C9 inhib,PTK2B oligo ant,PostGolgi ctrl,hDAT+cocaine,CYP2C9 activ,LYP act
Clc1ccc(CSCCc2ccncc2)cc1,32,2,-2,100*,-0.63,6,·,0,5
CC1CCc2sc3nc(NCc4ccco4)n4ncnc4c3c2C1 (centres undefined),-4,-12,-1,34,0.16,63*,0.51,0.7,-1
Cc1ccc(CNC(=O)CCOc2ccc(C(C)(C)C)cc2)cc1,-1,-6,4,24,0.52,23,0.34,0.8,-4

# (list continues)
SMILES,Ecoli WT expand,PostGolgi yeast,PTPN22 inh 2,CYP2C9 inhib,PTK2B oligo ant,PostGolgi ctrl,hDAT+cocaine,CYP2C9 activ,LYP act
CCn1nnnc1SCC(=O)Nc1cc(C)on1,·,·,0,·,1.1,·,0.47,·,0
Cc1sc(NC(=O)c2ccc(OCC(C)C)cc2)c(C(N)=O)c1-c1ccc(Cl)cc1Cl,-8,8,10,68*,-0.01,6,-1.1,0.3,-8
CCCCSc1nnc2c(n1)[nH]c1ccccc12,-2,4,-4,10,-0.4,-2,0.8,0.9,0
O=C(Nc1cccc2cccnc12)c1ccc2c(c1)OCCO2,-9,4,3,-102,-2.2,20,1.4,2*,-1
O=C(CCS(=O)(=O)c1cccc2nonc12)N1CCOCC1,4,20,·,-9,0.34,9,-1.2,1.1,·
COc1cc(C#N)ccc1OCC(=O)c1ccc2c(c1)OCCO2,0,10,-20,-6,0.21,16,-0.15,1.1,18
CCn1cc(Cl)c(C(=O)N2N=C3/C(=C/c4cccs4)CCCC3C2c2cccs2)n1 (centres undefined),·,·,0,·,-1.2,·,1.9,·,-1
O=C(O)c1cc(-c2ccco2)[nH]n1,-18,-3,0,·,-0.26,8,0.35,·,0
Cc1cccc(-n2c(C)cc(/C=N/NC(=O)c3cccc([N+](=O)[O-])c3C)c2C)c1,-8,11,6,44,-1.9,25,1.1,0.6,-3
CCCCNS(=O)(=O)c1ccc(OC)cc1,5,5,7,9,-0.15,2,0.31,0.9,-4

# Fetched by structure from the entries so far (two):
SMILES,Ecoli WT expand,PostGolgi yeast,PTPN22 inh 2,CYP2C9 inhib,PTK2B oligo ant,PostGolgi ctrl,hDAT+cocaine,CYP2C9 activ,LYP act
CCCCNS(=O)(=O)c1ccc(OC)cc1,5,5,7,9,-0.15,2,0.31,0.9,-4
CCn1nnnc1SCC(=O)Nc1cc(C)on1,·,·,0,·,1.1,·,0.47,·,0

# Continuation.
SMILES,Ecoli WT expand,PostGolgi yeast,PTPN22 inh 2,CYP2C9 inhib,PTK2B oligo ant,PostGolgi ctrl,hDAT+cocaine,CYP2C9 activ,LYP act
CCOc1ccc(N(CC(=O)Nc2ccccc2)S(C)(=O)=O)cc1,-6,3,·,70*,-1.4,1,0.18,0.3,·
O=C(Nc1ccc(CN2CCOCC2)cc1)c1ccc(-c2cccc(Cl)c2)o1,-11,17,10,15,-1.3,9,2.3,0.9,-6
Clc1ccc(CN2C3=NCCN3c3ccccc32)cc1,20,8,-7,3,-0.47,4,0.52,1,5
O=C(CCC(=O)OCc1ccc(C(=O)Oc2ccccc2)cc1)Nc1cccc2ccccc12,-16,10,-33,46,0.67,2,-0.23,0.5,36
COCCCn1c(SCC(=O)NC(C)(C)C)nnc1-c1ccccc1,3,-6,2,-3,1.2,3,·,1,-5
O=C(CSc1nnc(Nc2ccccc2)s1)Nc1ccc(S(=O)(=O)N2CCOCC2)cc1,-6,-2,-1,10,-2.7,3,0.38,0.9,-3
O=C(O)CC(c1cccc(Cl)c1)n1cccc1 (centres undefined),0,18,7,39,2.5,11,-0.62,0.6,-6
O=C(NC1(C(F)(F)F)C(=O)Nc2c1c(=O)[nH]c(=O)n2Cc1ccco1)C1CCCCC1 (centres undefined),0,14,2,-7,-0.56,-4,-1,1.1,-2
COc1cc(NC(=O)c2ccc(-c3ccc(Br)cc3)o2)ccc1NC(=O)C(C)C,0,4,6,43,-1.1,10,0.33,0.6,-6
Cc1cc(NC(=O)NC2(C(F)(F)F)Oc3ccc(Cl)cc3O2)no1 (centres undefined),·,·,15,·,0.46,·,-0.55,·,-13
O=CNCC(=O)NCCc1ccc(Cl)cc1,3,-3,-8,8,-0.6,24,-0.52,0.9,4
CCCCC[n+]1ccn(C2=C([O-])c3ccccc3C(=O)/C2=N\S(=O)(=O)c2ccccc2)c1,5,12,18,30,0.63,6,1.2,0.7,-17
COc1cccc(-c2cc(C(F)(F)F)n3ncc(C(=O)NCC4CCCO4)c3n2)c1 (centres undefined),-6,3,5,55*,-1.7,3,-0.71,0.5,-6
O=C1c2oc3ccc(Cl)cc3c(=O)c2C(c2cccc(Br)c2)N1CCO (centres undefined),1,-2,6,34,-1.9,14,-0.14,0.7,-6
Cn1cccc1/C=N/n1c(-c2ccc(Cl)cc2Cl)n[nH]c1=S,5,4,8,-3,-0.17,43*,-0.011,1,-2
O=c1c2cc(Cl)ccc2[nH]c(=S)n1Cc1ccco1,-5,-3,-4,-4,0.47,7,-0.25,1,1
COc1ccc(NC(=O)NC2(C(=O)N3CCCCCC3)CCCCC2)cc1,-5,-11,-2,60*,-1.1,24,-0.35,0.4,-1
COc1ccc(OC)c(/C(O)=C/C(=O)C(=O)Nc2cc(C)cc(C)c2)c1,17,-1,1,-16,-0.43,22,1.8,1.2,-2
O=C(NCC1CCCO1)C1CCCN1C(=O)NC1CCCCC1 (centres undefined),-10,0,2,-14,0.21,-3,-0.48,1.1,-1
CSc1ccc(CNc2cccc3ccccc23)cc1,2,4,-7,13,-4.3*,-1,0.14,0.9,3
Cc1ccc(Cl)cc1N1CCN(C(c2cccnc2)c2nnnn2C2CCCCC2)CC1 (centres undefined),0,5,1,93*,-1.6,37*,-0.43,0.1,-3
O=C(COc1cc(Cl)c(Cl)cc1Cl)NC(=O)NC1CCCC1,-2,-9,2,-13,-1.6,9,-0.92,1.1,-1
Cc1ccc(C)c(C2=CSC3=NCCN23)c1,12,-6,-3,30,0.42,-3,-0.13,0.7,2
Cc1ccc(Nc2c(N)c(=O)oc3ccccc23)cc1,·,·,14,·,-2,·,0.79,·,-14
CCN(CC)S(=O)(=O)c1ccc(N=N/C(C(C)=O)=C(/C)O)cc1,-3,-2,-9,29,-0.65,5,0.61,0.7,5
COc1ccc(-c2c(C)n([O-])c(C)c(C)[n+]2=O)cc1,3,26,-9,-4,0.42,-1,-0.11,1,8
NC(=O)NC(=O)CSc1nnc(-c2ccco2)n1Cc1ccccc1,0,2,9,6,-0.45,-3,-0.035,0.9,-7
COc1ccc(-c2c(C(F)(F)F)oc3c(CN4CCN(C)CC4)c(O)ccc3c2=O)cc1,1,-3,0,10,-0.77,25,-0.045,0.9,-1
CN(C(=O)C1CCCO1)c1nnc(-c2ccccn2)s1 (centres undefined),1,2,7,-8,0.58,2,-1.3,1.1,-8
COCCNC(=O)C(c1ccc(C)o1)N(Cc1cccs1)C(=O)c1snc(C(N)=O)c1N (centres undefined),0,-2,2,4,-0.49,11,-0.16,1,-6
CCCCCC(=O)Nc1ccc(Cc2ccncc2)cc1,·,·,6,·,1.1,·,1.3,·,-6
COC(=O)Cn1c(C)nc2c(sc3nc(C)cc(C)c32)c1=O,-6,-1,2,19,-0.2,1,0.71,0.8,2
COC(=O)C1(C(=O)OC)Sc2ccccc2C1=O,-3,-2,-6,-13,-0.23,-2,-0.57,1.1,5
O=c1oc2ccccc2cc1-c1nc2ccccc2o1,4,0,-4,11,-0.96,7,0.061,0.9,1
CCc1cc2c3c(c(=O)oc2cc1O)CCCC3,2,7,1,72*,1.3,27,-0.22,0.3,2
Cc1ccc(NC(=S)N/N=C/c2ccc(OCCC(C)C)cc2)c(C)c1,1,-8,9,65*,-0.46,4,·,0.4,-11
O=C(c1n[nH]c2ccccc12)N1CCN(S(=O)(=O)c2ccc3ccccc3c2)CC1,-1,14,-4,56*,-2.4,56*,0.48,0.4,4
